LmPK inh: LmPK (Leishmania mexicana) enzyme inhibition; Q27686; Potency, µM (doses to about 57.5 µM), without a hit: top-dose activity change, negative = inhibition, usual class: inhibitors; AID 1721; 0.37% of 290,000 active; purified LmPK, Kinase-Glo ATP luminescence, 1 h
Target sequence (Q27686 whole entry, looked up): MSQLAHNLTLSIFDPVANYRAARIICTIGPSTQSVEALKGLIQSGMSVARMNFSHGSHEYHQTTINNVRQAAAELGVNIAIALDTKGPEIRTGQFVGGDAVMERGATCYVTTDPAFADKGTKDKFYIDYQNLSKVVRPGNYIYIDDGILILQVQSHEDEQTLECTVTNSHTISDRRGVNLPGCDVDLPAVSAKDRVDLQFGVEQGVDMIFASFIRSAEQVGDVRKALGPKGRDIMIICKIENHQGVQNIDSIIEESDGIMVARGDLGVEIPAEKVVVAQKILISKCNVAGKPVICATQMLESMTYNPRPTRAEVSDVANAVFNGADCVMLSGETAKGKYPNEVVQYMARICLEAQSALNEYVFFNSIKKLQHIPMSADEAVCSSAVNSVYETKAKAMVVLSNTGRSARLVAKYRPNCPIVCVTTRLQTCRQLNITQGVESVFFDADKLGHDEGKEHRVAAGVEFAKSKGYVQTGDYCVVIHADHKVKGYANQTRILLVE
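Pyruvate kinase activity monitored as ATP production (luciferase luminescence). Conditions: 0.1 nM enzyme, 0.5 mM PEP, 0.1 mM ADP, 1 h, RT; normalized against uninhibited and no-enzyme wells.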
HCV inh: blocks hepatitis C virus; Huh7.5.1 HCVcc-Cre infection, luciferase reporter, 44 h; Potency, µM (titrated, usually from 41.8 µM), without a hit: at the top dose activity change, negative = inhibition, usual class: inhibitors; 3.4% of 340,000 active
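A cell-based infection assay in which seeded cells (1,000 per well) receive test compound after 4 h, are inoculated with HCVcc-Cre at approximately 0.5 moi, and are incubated 44 h before luminescence detection.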
Sm TGR block: inhibitors of Schistosoma mansoni thioredoxin glutathione reductase; Q962Y6; purified TGR, DTNB reduction, TNB absorbance 405 nm; Potency, µM (highest dose often 114 µM), for inactives: top-dose activity change, negative = inhibition, hits mostly inhibitors; 3% of 360,000 active; further: nearly all actives have a fitted effect of over 60% in size
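TGR 20 nM + NADPH 100 uM (dispensed conc.), cpd preinc 15 min RT; start with NADPH (500 uM addition) then DTNB (15 mM addition). Kinetic TNB absorbance, 405 nm filter. Four-parameter Hill fit across titration.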
TbPYK inhibitor: inhibitors of Trypanosoma brucei pyruvate kinase | 0.12% of 410,000 active | TbPYK enzyme, Kinase-Glo Plus ATP luminescence, 45 min | Potency, µM (top dose mostly 76.8 µM), for inactives: at the highest dose activity, negative = inhibition, usual class: inhibitors | Q57TT1; further: nearly all actives have a fitted effect of over 50% in size
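T. brucei PYK with substrate was exposed to pin-transferred compounds across a concentration series, then started with 130 uM ADP (final). After 45 min at room temperature, Kinase-Glo Plus luminescence was read, normalized and curve-fitted.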
Pf growth 48h: inhibits P. falciparum growth in the first generation, 48 h; P. falciparum luciferase growth in erythrocytes, 48 h; Potency, µM (doses to about 28.7 µM), for the others: at the highest dose activity change, negative = inhibition, hits mostly inhibitors; 5.9% of 310,000 active; AID 504832
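Cell-based growth assay: transgenic P. falciparum expressing firefly luciferase, cultured in red cells within RPMI 1640 containing 0.5% w/v Albumax, 24 mM bicarbonate and gentamycin. A drop in luciferase activity indicates inhibition.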
Pf growth 96h: P. falciparum growth inhibition at 96 hours | 6.9% of 320,000 active | P. falciparum luciferase reporter growth, 96 h | AID 504834 | Potency, µM (top dose mostly 28.7 µM), inactives show at the highest dose activity change, negative = inhibition, most hits filed as inhibitors
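Luminescence readout: decreased luciferase signal marks inhibited growth of reporter-expressing P. falciparum in infected red cells (2% hematocrit, 0.05% parasitemia final), exposed to compound two generations (96 h, 37 C, 5% CO2).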
* hit, by the source's call; ? = inconclusive; · = no result given; & = joins results of further samples; [ ] = dose if it differs, or a comment. The call rests on the fitted dose curve; in most records, active means well fitted curve in the direction sought with a large enough effect; inconclusive means small, poorly fitted or top-dose-only effect, or another doubt; inactive means no such curve, though single readings can be large; an effect the other way counts as inactive or inconclusive. On the % scale 0 is the no-effect control and ±100 the full control effect; potency means the concentration at half of the fitted maximal effect. The order is random. Share with any hit: about 16%.

structure,LmPK inh,HCV inh,Sm TGR block,TbPYK inhibitor,Pf growth 48h,Pf growth 96h
CCc1ccc(C(=O)Cn2ncc(Cl)c(Cl)c2=O)cc1,1.8%,?,?,-6.3%,2.0%,58.2%[activator]
CCOc1cc(C(c2c(C)[nH][nH]c2=O)c2c(C)[nH][nH]c2=O)cc([N+](=O)[O-])c1O,5.1%,12.3%,-28.2%,3.0%,-15.5%,26.7%
CC(C)[C@H]1CN(C)CCN1Cc1cn(C)nc1-c1cccc(Cl)c1,7.5%,16.9%,6.2%,0.5%,0.0%,?
O=C(Nc1ccc(Br)c(C(F)(F)F)c1)c1ccc(C(F)(F)F)cc1,0.0%,?,7.3%,-6.2%,?,?
Cc1ccc([C@@H]2[C@@H]3C(=O)N(C)C(=O)[C@@H]3[C@]3(Cc4ccccc4)C(=O)N(Cc4ccccn4)CC(=O)N23)o1,-0.9%,40.4%[activator],?,-5.7%,46.9%[activator],?
NS(=O)(=O)OCCCCCc1ccccc1,6.6%,9.3%,-23.1%,-2.3%,25.6%,-10.2%
FC(F)(F)c1cc(N2CCOCC2)nc(-c2ccccc2)n1,4.2%,-11.1%,8.6%,-3.6%,4.0%,21.8%
Cc1ccc(NC(=O)CCCn2nc(C)c3c(C)n(-c4ccccc4)nc3c2=O)c(Cl)c1,0.3%,10.0%,0.7%&4.3%,2.0%,?,42.7%[activator]
O=c1oc2ccccc2c2c1C(O)CO2 (stereo unspecified),-3.2%,8.0%,-4.0%,1.3%,-0.9%,?
O=C(O)C1CCCCC1C(=O)NCCCN1CCOCC1 (stereo unspecified),5.9%,7.2%,-25.4%,4.7%,45.2%[activator],63.7%[activator]
O=C(/C=C/c1ccccc1)Nc1cc(S(=O)(=O)N2CCOCC2)ccc1N1CCCC1,0.9%,3.5%,-9.9%,-10.2%,5.6%,?
CCOC(=O)c1c(C)nc2sc3c(=O)n(-c4ccc(C(C)=O)cc4)cnc3c2c1-c1ccc(OC)cc1,-4.7%,9.2%,-16.8%,-3.6%,-6.0%,16.4%
N/C(=N\OC(=O)c1cccc(F)c1)c1ccccc1,15.8µM*,9.1%,13.1%,-24.8%,0.0%,?
Cn1cc([N+](=O)[O-])c(C(=O)Nc2nccs2)n1,-2.6%,?,14.5%,0.3%,12.5%,-1.3%
COc1ccc(NS(=O)(=O)c2ccc3oc(SC(C)C(N)=O)nc3c2)cc1 (stereo unspecified),-7.5%,10µM*,2.8%,-6.6%,2.33µM*,4.65µM*
COC(=O)c1ccn(-c2nc(-c3ccco3)cc(C(F)(F)F)n2)n1,2.1%,?,-10.3%,-6.6%,2.7%,-6.1%
COc1cccc(N=Nc2c(N)[nH]n3c(=O)cc(-c4ccccc4)nc23)c1,-8.7%,-22.7%,2.7%,-3.3%,?,?
CCCCC(=O)Nc1nc(C)c(C(C)=O)s1,2.0%,-26.4%,3.3%,4.9%,·,-29.7%
CCOC(=O)c1c(-c2ccc(OC)cc2)nc2nonc2c1N,1.0%,-7.7%,-6.3%,4.7%,?,·
CC(C)(C)C(=O)Nc1nnc(SCC(=O)Nc2ccc3c(c2)OCO3)s1,2.3%,22.8%,-3.9%,0.9%,-5.1%,8.3%
COc1ccc(-c2nc(SCC(=O)NC3CCCCC3)n[nH]2)cc1,-6.4%,?,1.2%,-3.3%,1.1%,?
Cc1cc(C(=O)NCC(=O)OCC(=O)Nc2ccc(OC(F)F)cc2)ccc1[N+](=O)[O-],0.7%,10.6%,-10.1%,-12.7%,2.3%,64.9%[activator]
CN(C)CCCN(C(=O)c1cccs1)c1nc(-c2ccccc2)cs1,-1.4%,?,11.9%,-9.8%,?,?
Cc1[nH]nc(-c2ccc(OCc3cnn(-c4ccccc4)c3)c(C)c2O)c1Oc1ccccc1,0.4%,-28.9%,12.7%,0.9%,?,?
Cc1c(/C(O)=C2\C(=O)C(=O)N(CCN(C)C)C2c2cccnc2)cnn1-c1ccccc1 (stereo unspecified),2.7%,-13.8%,?,7.1%,65.2%[activator],?
Cc1ccc(NC(=O)COn2nnc3ccc(S(=O)(=O)N(C)C)cc32)cc1F,6.9%,-9.8%,4.5%,1.2%,-17.6%,·
FC(F)(F)Oc1ccc(C2NCc3ccccc3-n3cccc32)cc1 (stereo unspecified),3.8%,-16.4%,4.9%,0.0%,-13.0%,?
C#CCSc1nc2sc3c(c2c(=O)n1C)CCC3,-3.7%,?,-11.1%,0.3%,?,53.2%[activator]
CCCc1n(CC(O)COCc2ccccc2)c2ccccc2[n+]1C (stereo unspecified),-2.5%,13.6%,2.8%,-5.5%,3.29µM*,5.6%
O=C(CSc1nc(-c2ccccc2)cc(C(F)(F)F)n1)NCc1ccco1,4.0%,?,22.4%,-8.8%,-11.9%,·

Full records as entered above. Order of values: LmPK inh | HCV inh | Sm TGR block | TbPYK inhibitor | Pf growth 48h | Pf growth 96h
FC(F)(F)c1cc(N2CCOCC2)nc(-c2ccccc2)n1 in the list: 4.2% | -11.1% | 8.6% | -3.6% | 4.0% | 21.8%
CCOC(=O)c1c(C)nc2sc3c(=O)n(-c4ccc(C(C)=O)cc4)cnc3c2c1-c1ccc(OC)cc1 in the list: -4.7% | 9.2% | -16.8% | -3.6% | -6.0% | 16.4%

Next entries
Every second line gives: LmPK inh	HCV inh	Sm TGR block	TbPYK inhibitor	Pf growth 48h	Pf growth 96h
> CC1(C)N=C(SCC(=O)Nc2ccc(Cl)cc2Cl)C(c2ccccc2)=N1
→ 6.2%	?	-5.9%	-0.8%	?	·
> CCC(=O)N(Cc1cc2ccccc2[nH]c1=O)c1ccccc1OC
→ 5.5%	12.2%	-4.9%	2.0%	43.7%[activator]	26.0%
> Cc1cc(Nc2ccccc2)nc2cc(O)ccc12
→ -1.7%	?	3.1%	1.3%	0.329µM*	-28.4%
> CC(C)c1ccc2[nH]c3nc(SCC(=O)NC4CC4)nnc3c2c1
→ 2.5%	-8.8%	-8.0%	-0.1%	?	?
> O=C(NC1=NCCS1)c1ccccc1Cl
→ -1.9%	4.0%	-0.3%	-1.0%	6.1%	2.9%
> CC12CCC(=O)N1C(C(=O)NCCN1C(=O)S/C(=C\c3ccccc3Cl)C1=O)CS2 (stereo unspecified)
→ ·	?	-0.8%	0.0%	?	?
> CC1CCN(CCn2c(=S)[nH]c3ccccc3c2=O)CC1
→ -4.2%	13.6%	-20.1%	-3.1%	5.6%	?
> c1ccc(-c2nnc(N3CCN(c4ccccc4)CC3)nc2-c2ccccc2)cc1
→ -0.5%	-16.3%	17.6%	-5.0%	0.0%	9.4%
> Cc1ccccc1NC(=O)CC1SC(=O)N(c2ccccc2)C1=O (stereo unspecified)
→ -2.5%	7.9%	5.01µM*	-1.0%	57.1%[activator]	·
> Cc1nnc(SCC(=O)N(C)C2CCCCC2)s1
→ -9.3%	14.6%	0.0%	-1.1%	45.5%[activator]	-2.6%
> Cc1c(C(=O)Nc2cc(S(=O)(=O)N3CCOCC3)ccc2N2CCN(C)CC2)oc2ccccc12
→ -1.0%	14.3%	2.3%	-16.6%	?	-32.6%
> O=S1(=O)C[C@@H](O)[C@@H](Nc2ccc(Cl)cc2)C1
→ -1.6%	10.0%	-6.5%	0.0%	15.7%	·
> N#Cc1c(-c2ccccc2)cc(C2CC2)nc1SCC(=O)O
→ -15.1%	10.0%	-5.6%	-13.9%	3.8%	13.0%
> Cc1c(N=C2SCC(=O)N2/N=C/c2ccccc2)c(=O)n(-c2ccccc2)n1C
→ 0.7%	-0.6%	4.7%	-4.4%	13.8%	41.5%[activator]
> NC(=O)C1c2ccccc2CCc2ccccc21
→ ·	·	·	1.6%	-5.0%	?
> CN(C)CCOC(C1CCCCC1)C1CCCCC1
→ -4.0%	?	0.8%	-2.3%	?	·
> Cc1ccc(NC(=O)C2CCCN(c3ncnc4c3nc3n4CCCCC3)C2)cc1Cl (stereo unspecified)
→ 3.0%	?	2.2%	-18.4%	?	-20.2%
> CCOC(=O)C1CCCN(C(=O)c2cc3cc4ccc(OC)cc4nc3o2)C1 (stereo unspecified)
→ -8.2%	-2.7%	-10.1%	2.2%	-18.9%	48.3%[activator]
> COC(=O)c1cc(OC)c(OC)cc1NC(=O)Nc1ccccc1OC
→ 4.4%	-0.5%	6.1%	·	7.7%	·
> COc1ccc(C2=NNC(=Nc3cc(S(=O)(=O)N(C)C)ccc3C)SC2)c(OC)c1
→ 2.6%	12.6µM*	0.8%	-0.9%	1.65µM*	-12.8%
> Cc1cc(C)cc(N(CCC(=O)O)S(=O)(=O)c2ccc(Cl)cc2)c1
→ 0.4%	3.2%	6.1%	-0.6%	5.0%	-18.3%
> COc1ccc(/C=N/NC(=O)CCSc2nc3ccccc3s2)cc1
→ 2.4%	3.55µM*	0.4%	-11.9%	-1.4%	-8.8%
> CCOC(=O)c1oc2ccccc2c1COC(=O)CNC(=O)c1ccco1
→ ·	-5.4%	-6.1%	0.3%	-20.8%	32.6%[activator]
> O=C(COC(=O)CCSc1ccccc1)NCc1ccccc1
→ 0.2%	?	-8.5%	0.2%	10.2%	35.5%[activator]
> O=C(Nc1cccn(Cc2ccccc2Cl)c1=O)NC1CCCCC1
→ -0.3%	?	27.4%	3.5%	-13.4%	9.5%
> COc1ccccc1/C=N/NC(=O)c1ccc(-c2ccccc2)cc1
→ 2.3%	-3.9%	0.0%	2.3%	1.4%	38.0%[activator]
> O=CN1CCCN(C(=O)CC2C(=O)NCCN2Cc2cccc(Oc3ccccc3)c2)CC1 (stereo unspecified)
→ 4.5%	-6.9%	12.6µM*	4.7%	-3.6%	?
> Cc1ccc(S(=O)(=O)/N=C(\c2ccc(Cl)cc2)N2CCOCC2)cc1
→ -1.2%	9.0%	10.5%	-6.3%	12.8%	95.0%[activator]
> Cc1ccc(NS(=O)(=O)c2cccc(C(=O)NN3CCOCC3)c2)cc1
→ -0.5%	·	·	·	4.5%	8.6%

Look-ups from above.
`Cc1ccc(NC(=O)C2CCCN(c3ncnc4c3nc3n4CCCCC3)C2)cc1Cl` (stereo unspecified) in Pf growth 96h is listed with -20.2%
`COc1ccc(/C=N/NC(=O)CCSc2nc3ccccc3s2)cc1` in TbPYK inhibitor is listed with -11.9%
`Cc1ccc(NS(=O)(=O)c2cccc(C(=O)NN3CCOCC3)c2)cc1` in LmPK inh is listed with -0.5%
`COc1ccccc1/C=N/NC(=O)c1ccc(-c2ccccc2)cc1` in Sm TGR block is listed with 0.0%
`Cc1cc(C)cc(N(CCC(=O)O)S(=O)(=O)c2ccc(Cl)cc2)c1` in Pf growth 48h is listed with 5.0%
`O=C(Nc1cccn(Cc2ccccc2Cl)c1=O)NC1CCCCC1` in Sm TGR block is listed with 27.4%
`O=C(COC(=O)CCSc1ccccc1)NCc1ccccc1` in Pf growth 96h is listed with 35.5%[activator]
